# MITF primary: human MITF inhibition, primary screen; AlphaScreen MITF homodimerization, bead proximity signal; O75030; AID 1259374; 0.91% of 650,000 active; inhibition, % at 2.6 µM; in the data active means inhibition above about 50%;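 further: 0% = vehicle wells with protein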
# TEAD-YAP inh: TEAD-YAP interaction inhibition; 1.4% of 640,000 active; AID 1259422; HEK-TIYL cells, TEAD-Gal4/YAP UAS-luciferase luminescence; inhibition, % at 9.12 µM; in the data active means inhibition above about 32%;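 further: 0% = median of test compound wells and 100% = reference inhibitor wells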
# FBW7 activator: activators of human E3 ligase FBW7. Q969H0. AlphaScreen FBW7–phospho-cyclin E peptide binding, activator screen. normalized activity (activation), % at 26.1 µM. 0.13% of 650,000 active; in the data active means normalized activity above about 1.9%;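 further: purified mutant Fbw7 with reduced substrate affinity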
# Target sequence (Q969H0 whole entry, looked up): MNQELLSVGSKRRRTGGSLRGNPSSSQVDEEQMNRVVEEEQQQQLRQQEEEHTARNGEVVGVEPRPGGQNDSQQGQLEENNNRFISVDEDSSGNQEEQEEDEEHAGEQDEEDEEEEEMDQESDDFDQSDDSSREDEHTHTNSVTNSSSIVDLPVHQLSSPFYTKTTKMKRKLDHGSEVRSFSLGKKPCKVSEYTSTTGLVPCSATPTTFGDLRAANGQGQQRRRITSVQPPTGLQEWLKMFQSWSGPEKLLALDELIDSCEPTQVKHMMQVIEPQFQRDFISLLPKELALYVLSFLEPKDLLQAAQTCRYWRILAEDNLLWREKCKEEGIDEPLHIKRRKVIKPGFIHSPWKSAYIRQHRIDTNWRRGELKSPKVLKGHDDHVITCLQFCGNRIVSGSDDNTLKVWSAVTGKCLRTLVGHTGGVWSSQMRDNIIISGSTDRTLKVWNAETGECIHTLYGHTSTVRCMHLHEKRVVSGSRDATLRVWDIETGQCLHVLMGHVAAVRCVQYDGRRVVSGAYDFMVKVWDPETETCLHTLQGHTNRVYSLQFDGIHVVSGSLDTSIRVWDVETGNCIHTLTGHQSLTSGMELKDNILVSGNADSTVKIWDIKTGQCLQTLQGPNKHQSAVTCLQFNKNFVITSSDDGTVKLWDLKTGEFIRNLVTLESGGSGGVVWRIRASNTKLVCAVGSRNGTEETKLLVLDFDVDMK
# GPR151 ag: activates the human receptor GPR151; AID 1508602; 1% of 650,000 active; activation, % at 11.2 µM; PathHunter beta-arrestin GPR151 cells, luminescence; Q8TDV0; in the data active means activation above about 4.9%;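 further: 0% = median of compound wells and 100% = cells with positive control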
# The depositor's hits bear a star. An unsorted share of the library, and some 3.4% of all compounds hit somewhere here.
SMILES,MITF primary,TEAD-YAP inh,FBW7 activator,GPR151 ag
O=C(CCC(=O)NCc1cccs1)NCc1cccs1,7,4,-0.1,-0.2
O=C(NCCc1ccc(O)cc1)c1ccc2nc(-c3csc4ccccc34)sc2c1,-13,-16,-0.1,3.4
COc1cc(C2C(C(=O)Nc3ccccn3)=C(C)NC3=C2C(=O)CC(C)(C)C3)ccc1O (stereo not drawn),-2,-7,-0.1,0.5
CCOC(=O)c1ccc(NC(=O)/C(=C\c2ccco2)NC(=O)c2ccccc2)cc1,-2,6,-0.3,1.0
O=C(Nc1cc(Cl)ccc1O)c1cc(-c2ccccc2F)no1,-7,-18,-0.1,1.3
CC(C)N1CCc2c(sc(NC(=O)c3cc4ccccc4oc3=O)c2C(N)=O)C1,10,62*,0.0,0.4
O=S(=O)(NCc1csc(-c2cccnc2)n1)c1ccc(-c2ccccc2)cc1,9,-3,0.7,-1.2
O=C(N/N=C/c1ccc(I)cc1)C(=O)NC1CCCCC1,6,-4,0.0,-0.5
CCOC(=O)N1CCC(NC(=O)c2cc3nc(-c4ccc(OC)c(OC)c4)cc(C(F)(F)F)n3n2)CC1,2,-9,-0.2,-0.9
O=C(Nc1ccc(Br)c(Cl)c1)C1CC(=O)N(c2ccc(F)cc2)C1 (stereo not drawn),8,5,0.4,-0.5
COc1ccc(C(=O)N2CCNC(=O)C2(C)C)cc1OC1CCN(C(C)C)CC1,9,0,0.2,2.7
COc1ccc2c(c1)CC(c1nc3ccc(-c4ccc(N)nc4)cc3o1)CO2 (stereo not drawn),-1,3,-0.3,-0.2
COc1ccc(C2=NS(=O)(=O)N(C)C(C(=O)N(C)C3CCCCC3)=C2)cc1,-9,1,-0.1,11*
O=C(COc1ccc(C(=O)Nc2ccc(F)cc2)cc1)Nc1ccccc1,12,6,0.0,3.2
COc1ccc(-c2noc(N3CCCC(C(=O)Nc4ccc(C(C)C)cc4)C3)n2)cc1 (stereo not drawn),21,-4,0.4,-1.9
O=C(NCc1ccccc1)C(=O)Nc1ccc(F)cc1F,0,-36,-0.1,-1.1
COc1ccc(/C=C2\CN(Cc3ccccc3)Cc3c2nc2ccccc2c3C(=O)O)cc1,-22,1,-0.3,0.4
CCc1ccc(NC(=O)c2cc(S(=O)(=O)NCc3ccco3)ccc2F)cc1,3,10,0.0,-1.2
O=C(Nc1ccccc1)c1ccc(F)c(S(=O)(=O)NC2CCCCC2)c1,4,12,0.5,0.8
Cc1ccc(C(=O)Nc2ccc(-c3nc4cc(Cl)ccc4o3)cc2)cc1,-5,-13,-0.2,1.2
O=c1[nH]c(=S)[nH]c(O)c1C=Nc1ccc(S(=O)(=O)N2CCOCC2)cc1,9,-2,-0.2,0.3
CCOc1cccc2cc(C(=O)Nc3nc4c(s3)CCC4)oc12,-6,-9,0.1,3.0
Cc1ccc(N2CC(=O)Nc3ccccc3S2(=O)=O)cc1,14,-7,-0.1,0.6
COCCn1nnnc1C(c1cc2ccc(C)cc2[nH]c1=O)N1CCCCCC1 (stereo not drawn),4,3,-0.3,1.1
COc1ccccc1C(=O)Nc1c(C)nc2sc(C)c(C)n2c1=O,4,-27,-0.2,-0.3
CC(=O)[C@H]1CCC2C3CCC4=CC(=O)CC[C@]4(C)C3CC[C@@]21C (stereo partly drawn),13,-6,0.2,2.3
Cc1[nH]c(=O)[nH]c(=O)c1S(=O)(=O)NCCc1c(C)n(C)c2ccccc12,3,2,0.0,0.7
CC(=O)c1c(C)n(-c2ccc(C)cc2)c2ccc(OC(=O)c3ccccc3)cc12,9,-1,0.8,0.1
COc1ccc2c(c1OC)C(=O)N(c1nc(-c3ccccc3)cs1)C2=O,0,-5,0.1,1.1
COc1ccc2c(c1)CC(C(=O)Nc1ccc(-c3cn[nH]c3)cc1)CO2 (stereo not drawn),-16,0,-0.1,0.5
C#CCNC(=O)C1CCN(c2nc3ccccc3n2CC=C)CC1,-10,-6,0.2,1.1
O=C(O)C1C2C=CC(O2)C1C(=O)Nc1ccccc1C(F)(F)F (stereo not drawn),9,-5,0.2,0.0
Cc1ccc(S(=O)(=O)N2N=C3CCCCCC3C2(O)C(F)(F)F)cc1 (stereo not drawn),-3,3,-0.1,-0.4
CCOC(=O)C1=C(C)NC2=C(C(=O)C(C(=O)OCC)C(c3cccc(OC)c3)C2)C1c1ccc2c(c1)OCO2 (stereo not drawn),-18,-4,-0.1,-0.7
O=c1c2ccccc2nc(-c2ccc(F)cc2)n1NCc1cc(Br)ccc1O,10,-7,0.0,0.9
C[N+]1(C)C2CC[C@H]1CC(OC(=O)C(O)c1ccccc1)C2 (stereo partly drawn),-13,-2,0.0,-1.1
Cc1n[nH]c(C)c1CNCc1c(C(=O)N2CCCCCCC2)nc2ccc(Cl)cn12,-8,10,0.0,-0.3
COc1ccc(CNc2ncc(-c3cccc(C(C)=O)c3)n3ccnc23)cc1,21,3,0.6,0.2
COCCN(Cc1ccccc1)S(=O)(=O)c1cccc(C#N)c1,8,1,0.7,-3.6
C/C(=N\NC(=O)c1ccncc1)c1cccc2ccccc12,3,-15,0.1,3.4
CC1CC(C)CN(C(=O)c2cc3c(=O)oc4ccccc4c3s2)C1 (stereo not drawn),-5,9,-0.1,0.1
Cc1ccc(-n2c(C)c(C)n3c4c(=O)n(CC(C)C)c(=O)n(C)c4nc23)cc1,-5,-2,0.1,-0.6
COc1ccccc1NC(=O)CSc1nc2n[nH]c(C)c2c(=N)n1-c1ccc(Br)cc1,12,3,0.4,2.0
O=C(O)c1cccc(COc2ccc(CO)cc2)c1,-21,79*,-0.2,-7.7
COC(=O)CSc1nnc2c(C)cc3cc4c(cc3n12)OCO4,9,3,0.0,-0.5
COc1ccc(-c2nc(-c3cc(OC)cc(OC)c3)[nH]c2-c2ccc(OC)cc2)cc1,3,6,-0.2,1.8
CC1CCCCC1NS(=O)(=O)c1ccc(F)c(C(=O)Nc2ccc(Cl)cc2F)c1 (stereo not drawn),1,-3,0.1,-8.2
CCOc1ccc(CN2CCN(Cc3cnc(N4CCOCC4)s3)CC2CCO)cc1 (stereo not drawn),2,6,0.1,-0.3
COc1ccc(CCC(=O)N2CCC[C@@H]3CN(Cc4cccs4)CC[C@H]32)cc1OC,8,10,0.1,1.9
COc1cccc(C2NC(=O)C(=O)/C2=C(/O)c2ccc(C)cc2)c1 (stereo not drawn),8,1,0.0,1.7
CC(c1cccc(F)c1)n1cc(C(=O)NCCN2CCCC2)nn1 (stereo not drawn),-19,-15,-0.1,0.6
CCN1C(=O)c2cccc3c(NC(=O)c4ccc([N+](=O)[O-])cc4)ccc1c23,29,25,0.0,-0.7
CC(=O)NC(=O)c1cc2c(ccc3ccccc32)oc1=Nc1ccc(F)cc1,1,-7,-0.1,0.2
Cc1cccc(-n2c(C)cn3c4c(=O)n(CCN5CCOCC5)c(=O)n(C)c4nc23)c1C,-7,0,0.0,3.2
CCOc1cc(/C=C2\SC(N)=NC2=O)ccc1OC(=O)c1ccc(C)cc1,-2,0,-0.2,1.5
COc1ccc(NCc2cc3cc4c(cc3n(CC(=O)Nc3cc(C)ccc3C)c2=O)OCO4)cc1,3,-6,-0.1,0.2
COc1ccc(-c2ncnn2-c2ccc(F)c([N+](=O)[O-])c2)cc1,4,-7,-0.1,0.8
CC(C)OCc1cc(CN2CCCCC2)c(O)c2ncccc12,104*,86*,-1.2,-0.8
COc1ccc(C2c3cc(OC)c(OC)cc3CCN2C(=O)CC(C)C)cc1 (stereo not drawn),6,3,0.1,1.3
Cc1occc1-c1nn(CC(=O)NC2CC2)c(=O)o1,6,4,-0.1,-0.3

# Reprinted at random: 5 compounds from above.
SMILES,MITF primary,TEAD-YAP inh,FBW7 activator,GPR151 ag
CCOc1cc(/C=C2\SC(N)=NC2=O)ccc1OC(=O)c1ccc(C)cc1,-2,0,-0.2,1.5
COc1ccc(NCc2cc3cc4c(cc3n(CC(=O)Nc3cc(C)ccc3C)c2=O)OCO4)cc1,3,-6,-0.1,0.2
COc1ccc(C2c3cc(OC)c(OC)cc3CCN2C(=O)CC(C)C)cc1 (stereo not drawn),6,3,0.1,1.3
COc1ccc(-c2ncnn2-c2ccc(F)c([N+](=O)[O-])c2)cc1,4,-7,-0.1,0.8
COc1ccc(-c2nc(-c3cc(OC)cc(OC)c3)[nH]c2-c2ccc(OC)cc2)cc1,3,6,-0.2,1.8

# Complete entries as entered above. Order of screens: MITF primary | TEAD-YAP inh | FBW7 activator | GPR151 ag
# Shown for `O=S(=O)(NCc1csc(-c2cccnc2)n1)c1ccc(-c2ccccc2)cc1` → 9 | -3 | 0.7 | -1.2
# Shown for `O=C(O)C1C2C=CC(O2)C1C(=O)Nc1ccccc1C(F)(F)F` (stereo not drawn) → 9 | -5 | 0.2 | 0.0
# Shown for `CCN1C(=O)c2cccc3c(NC(=O)c4ccc([N+](=O)[O-])cc4)ccc1c23` → 29 | 25 | 0.0 | -0.7
# Shown for `CC1CCCCC1NS(=O)(=O)c1ccc(F)c(C(=O)Nc2ccc(Cl)cc2F)c1` (stereo not drawn) → 1 | -3 | 0.1 | -8.2
# Shown for `COc1ccc(CCC(=O)N2CCC[C@@H]3CN(Cc4cccs4)CC[C@H]32)cc1OC` → 8 | 10 | 0.1 | 1.9

# (further entries)
SMILES,MITF primary,TEAD-YAP inh,FBW7 activator,GPR151 ag
Cc1ccccc1NC(=O)CN(C)S(=O)(=O)c1ccc2[nH]c(=O)ccc2c1,3,7,0.3,0.9
Cc1cccc(NC(=O)COc2ccc(C=O)cc2Cl)c1,8,-67,-0.3,0.2
Cc1cccc(-c2nnc3sc(NC(=O)C4CCCCC4)nn23)c1,13,5,0.5,2.8
O=C(NCC1CCCO1)c1cc2n(n1)C(C(F)(F)F)CC(c1ccc(Cl)cc1)N2 (stereo not drawn),4,0,0.0,-1.8
N#Cc1c(N2CCCCC2)nc(N)c2c(N)nc(SCC(=O)O)cc12,9,6,-0.2,-0.2
O=C(NCc1cccs1)c1ccc(Sc2cccc(Cl)c2)c([N+](=O)[O-])c1,6,8,-0.1,0.1
CCOC(=O)c1c(NC(=O)CSc2nnc(CNC(=O)c3ccccc3F)n2-c2cccc(Cl)c2)sc2c1CCC2,-2,-1,0.0,-0.5
O=C(NCc1cccnc1)/C(=N\O)c1ccccn1,28,-8,-0.1,0.5
O=C(NCCN1CCOCC1)c1csc(NCc2cccnc2)n1,-1,0,-0.1,-0.6
Cc1cc(-c2cncnc2C2CCCN(C(=O)C(C)(C)C)C2)on1 (stereo not drawn),9,-14,0.1,-0.6
O=C(NC1CC1)C1CC(=O)N(c2ccccc2)C1 (stereo not drawn),2,-12,0.0,-0.7
CCCCOc1ccc(C(=O)N/C(=C\c2ccc(Br)cc2)C(=O)Nc2ccc([N+](=O)[O-])cc2)cc1,6,-3,0.2,1.5
COC(=O)C1=C(N)Oc2cc(C)n(Cc3ccccc3)c(=O)c2C1c1cccc(Cl)c1 (stereo not drawn),-2,-1,0.8,-0.9
Cc1cccc(-n2cc(-c3ccccc3)c3c(N4CCN(c5ccccc5)CC4)ncnc32)c1,-5,-9,-0.1,-0.5
CC1=C(C(=O)OCc2ccccc2)C(c2ccc(Cl)cc2)C(C(=O)OCc2ccccc2)=C(C)N1,3,0,-0.2,0.3
O=C(Nc1cccnc1)C1CC(c2ccc(Cl)cc2)=NO1 (stereo not drawn),4,3,0.0,1.3
COc1cc2sc(=NC(=O)c3ccc([N+](=O)[O-])cc3)n(C)c2cc1OC,-4,6,0.6,-2.5
CC1(C)COc2ccc(NC(=O)COc3ccccc3)cc2NC1=O,33,4,-0.1,-1.0
COc1ccccc1NC(=S)N(CCN(C)C)Cc1cccs1,2,5,-0.3,0.9
O=C(NCC1CCCN1S(=O)(=O)c1ccccc1)c1ccc(C(F)(F)F)cc1 (stereo not drawn),6,2,0.1,1.8
O=C(NC1CCN(Cc2ccccc2)CC1)c1cccc(Nc2ccc(-n3ccnc3)cc2)n1,14,-9,0.1,0.6
COc1ccc(-c2cn3c4c(=O)n(C)c(=O)n(C)c4nc3n2CCc2ccccc2)cc1,-5,-11,0.2,-0.2
CCOc1ccc(NC(=O)CSc2nnnn2Cc2ccccc2)cc1,-3,24,0.0,0.6
O=C(O)c1ccc(NC(=O)c2ccc3c(c2)C(=O)N(c2ccccc2)C3=O)cc1,1,4,0.0,2.3
Cc1ccc(N2C(=O)CC(NCc3ccc(Cl)c(Cl)c3)C2=O)cc1 (stereo not drawn),5,-2,0.1,0.2
COc1ccc2cc(C(=O)Nc3ccccc3)c(=Nc3ccc(C#N)cc3)oc2c1,-1,-54,0.1,-0.1
CC(=O)c1cccc(NC(=O)CC23CC4CC(CC(C4)C2)C3)c1,-3,-11,-0.2,-0.9
CCCCCOc1ccc(NC(=O)C(=O)NCc2ccccc2)cc1,-11,-4,0.0,-0.3
O=C(O)C1C2C=CC3(CN(c4ccccc4Br)C(=O)C13)O2 (stereo not drawn),15,-7,0.4,-0.3
Cc1ccc(C)n1C(CC(=O)O)C1CCCCC1 (stereo not drawn),15,11,0.2,-0.8
CCOC(=O)C1=C(c2ccccc2)N(C)C(=O)NC1c1cccc([N+](=O)[O-])c1 (stereo not drawn),16,7,0.2,-1.8
CCc1nnc(C2CCN(C(=O)c3cccc(C)c3)CC2)s1,17,17,0.7,-0.7
Cc1cc(=O)oc2cc(OCC(=O)OCC(=O)Nc3ccccc3Br)ccc12,0,1,0.1,1.3
COc1ccc(F)c(CN2CCN(Cc3ccc(F)cc3)C(CCO)C2)c1 (stereo not drawn),13,7,0.0,-0.9
CC(C)c1onc(C(=O)NCCc2ccccc2)c1[N+](=O)[O-],0,-19,0.2,-1.6
